CDK5 inh: CDK5/p35 (human) kinase inhibition; Q00535+Q15078; Recombinant CDK5/p35, ADP-Glo luminescence, 60 min; inhibition, % at 10 µM; 330,000 compounds, 0.01% hits; AID 488839;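 active = highest replicate inhibition of at least 50% and at least 75% of replicates reaching 50%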;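 note: plate controls were DMSO neutral control for no effect and GW8510 at 10 µM for full effect; many of its hits are not listed in these tables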
PKA-R2B activ: activates the human PKA-R2B holoenzyme complex. 340,000 compounds, 0.079% hits. P22694+P31323. PKA-R2B holoenzyme dissociation, Cy5-IP20 fluorescence polarization; R2B truncated from residue 108, S112A mutant; 0% DMSO only, 100% 113 µM cGMP. activation, % at 11.4 µM;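 active = activation above a cutoff set at the mean over all compounds plus 3 SD, cut at about 18% in these data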;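 note: higher means more holoenzyme dissociation and a rise in polarization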
Target sequence (P31323 whole entry, looked up, other chains not shown, the tested form may be a part): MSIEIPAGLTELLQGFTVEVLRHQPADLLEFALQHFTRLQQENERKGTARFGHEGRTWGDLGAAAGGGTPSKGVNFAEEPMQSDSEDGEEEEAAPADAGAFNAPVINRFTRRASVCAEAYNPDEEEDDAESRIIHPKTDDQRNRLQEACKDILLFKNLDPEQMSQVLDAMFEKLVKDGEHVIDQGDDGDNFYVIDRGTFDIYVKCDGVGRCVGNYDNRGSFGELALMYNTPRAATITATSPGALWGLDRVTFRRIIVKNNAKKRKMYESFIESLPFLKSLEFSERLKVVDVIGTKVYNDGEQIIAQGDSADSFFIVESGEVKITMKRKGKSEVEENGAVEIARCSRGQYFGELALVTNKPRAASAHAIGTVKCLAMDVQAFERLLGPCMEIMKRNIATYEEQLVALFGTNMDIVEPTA
Mot1-301 SUMO: SUMOylation pathway inhibition by Mot1-301 growth rescue. growth rescue, % at 18.8 µM. AID 2716. S. cerevisiae Mot1-301 growth rescue, ATP luminescence, 38.5C; percent above DMSO median, 100 means doubled. 320,000 compounds, 1% hits;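 active = every valid replicate shows activation above 250% relative to neutral control wells; inactive = the rest, any valid replicate at or below 250%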;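 note: OY570 slx delta 5 strain wells were the positive control but not used for scaling; some compounds called inactive have numbers as strong as hits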
DSG3 Ab inh: human desmoglein-3 autoantibody binding inhibition. P32926. binding (percent of control), % at 10 µM. 310,000 compounds, 0.48% hits. DSG3-coupled beads, scFv-anti-DSG3-GFP binding, flow cytometry; hits give low values. AID 588358;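 active = binding more than 3 SD below its plate's average and above zero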;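 note: hits lower antibody fragment binding to DSG3; some compounds called inactive have numbers as strong as hits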
MITF TRPM1 HTS: activators of MITF-driven TRPM1 promoter activity in SK-MEL-5 cells; SK-MEL-5 TRPM1-promoter luciferase, 24 h; % of positive control, neutral wells = 0; activation, % at 12.5 µM; 300,000 compounds, 0.75% hits; AID 588334;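 active = mean activation of at least 80% with every replicate also reaching 80%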;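 note: 0% = neutral control wells and 100% = parthenolide positive control wells; values of inactives mirror those of a sister screen read the other way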
dFosB activator: enhances mouse delta FosB homodimer DNA binding; P13346; 340,000 compounds, 0.99% hits; purified delta FosB, TAMRA-CDK5 oligo fluorescence polarization; percent of positive-control signal above neutral wells; activation, % at 25 µM;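 active = mean activation above about 17%, with every replicate also reaching it, limit read from the data, passing the limit was not always enough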;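 note: fluorescence polarization rise as delta FosB binds a TAMRA Cdk5 AP-1 oligo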
Target sequence (P13346 whole entry, looked up): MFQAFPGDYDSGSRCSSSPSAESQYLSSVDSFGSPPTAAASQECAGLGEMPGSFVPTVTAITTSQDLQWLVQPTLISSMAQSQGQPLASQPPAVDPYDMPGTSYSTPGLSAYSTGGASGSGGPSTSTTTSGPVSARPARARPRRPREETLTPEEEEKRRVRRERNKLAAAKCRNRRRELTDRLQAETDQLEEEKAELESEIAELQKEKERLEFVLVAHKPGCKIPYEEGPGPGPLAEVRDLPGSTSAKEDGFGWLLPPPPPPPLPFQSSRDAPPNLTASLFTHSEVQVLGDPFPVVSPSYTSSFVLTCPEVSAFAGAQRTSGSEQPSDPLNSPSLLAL
SR-BI DiI-HDL act: activators of SR-BI mediated HDL lipid uptake. activation, % at 12.5 µM. CHO ldlA[mSR-BI] cells, DiI-HDL uptake fluorescence, 3 h; 100 = double the neutral-control signal. 320,000 compounds, 0.096% hits;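 active = mean replicate activation of at least 60% and every replicate at or above 60%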;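 note: 0% = median plate neutral-control signal and 100% = twice that signal; values of inactives mirror those of a sister screen read the other way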
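Test system: SR-BI-overexpressing, LDLR-lacking CHO cells; Medium: Ham's F12 with 0.5% BSA, HEPES 25 mM, pH 7.4; Schedule: 3 h, 37 °C; Technique: bottom-read fluorescence, 550/595 nm.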
SR-BI DiI inh: blocks mouse SR-BI lipid uptake from DiI-HDL; Q61009; ldlA[mSR-BI] CHO cells, DiI-HDL uptake fluorescence, 3 h; inhibition, % at 12.5 µM; 320,000 compounds, 0.96% hits; AID 488896;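 active = mean replicate inhibition of at least 70% and a set share of replicates each scoring 70 or more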;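 note: 0% = median of neutral control wells and 100% = median of positive control wells; values of inactives mirror those of a sister screen read the other way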
NSD2 HMT inh: NSD2 (human) methyltransferase inhibition; O96028; NSD2 peptide methylation, AlphaScreen, 120 min; inhibition, % at 12.5 µM; 310,000 compounds, 0.54% hits; AID 743445; in the data active = inhibition above about 50%
Arr AP2 block: blocks beta-arrestin peptide binding to AP2 adaptin; AID 504490; inhibition, % at 10 µM; FITC-arrestin peptide / GST-AP2 beads, flow cytometry; AP2 beta2 appendage carries R879A mutation; 340,000 compounds, 0.31% hits;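 active = inhibition above a set limit, near 3 SD of compounds lacking own fluorescence, cut at about 54% in these data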;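 note: plate controls were DMSO wells for no effect and 5 µM unlabelled arrestin peptide for full effect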
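Material – GST-tagged AP2 beta2-adaptin appendage (R879A) on 4 µm glutathione beads · Probe or stimulus – fluorescein-tagged arrestin peptide at 50 nM final · Timing – 12 min plus 1 h, RT · Detection – bead flow cytometry, FITC channel · Read-out basis – inhibition as reduced fluorescein signal on beads, percent · Medium – PBS plus Tween 20 (0.05%) and BSA (0.1%)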
PKA-R1A activ: activates the PKA-R1A holoenzyme complex; PKA-R1A dissociation, Cy5-IP20 fluorescence polarization; scaled: DMSO 0%, 113 µM cGMP 100%; activation, % at 11.4 µM; 340,000 compounds, 0.083% hits; AID 504707;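 active = percent activation above the mean of all tested compounds plus 3 SD, cut at about 19% in these data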;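 note: higher means more PKAc released from R1A so a rise in polarization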
* marks the source's active call; other numbers are inactive results; . = no result given.

SMILES | CDK5 inh | PKA-R2B activ | Mot1-301 SUMO | DSG3 Ab inh | MITF TRPM1 HTS | dFosB activator | SR-BI DiI-HDL act | SR-BI DiI inh | NSD2 HMT inh | Arr AP2 block | PKA-R1A activ
O=[N+]([O-])c1cccc(S(=O)(=O)c2ccc(N3CCCCC3)c([N+](=O)[O-])c2)c1 | 0.2 | -11 | -8 | 111 | 0 | 0 | -20 | 20 | 1 | -1 | 1
CCC(C)NC(=O)c1ccc(N2CCC3(CC2)OCCO3)c([N+](=O)[O-])c1 (configuration not stated) | . | -3 | -21 | 95 | 25 | -2 | 10 | -10 | 2 | 7 | -14
COc1ccc(-c2csc(NC(=S)NC(=O)/C=C/c3ccc(C(C)C)cc3)n2)cc1OC | 0.5 | 2 | -16 | 97 | -6 | -10 | -75 | 75* | -1 | -1 | -6
Cn1c(SCC(=O)Nc2sccc2C(N)=O)nnc1-c1ccncc1 | 0.2 | 4 | 1 | 100 | 3 | -5 | 0 | 0 | 0 | 32 | -2
CC1CN(CC(O)COc2ccccc2C(C)(C)C)CC(C)O1 (configuration not stated) | 0.9 | 9 | 93 | 97 | -7 | -3 | -12 | 12 | 0 | 6 | 12
N#C/C(Cn1c[n+](NC(=O)Nc2ccccc2)cn1)=N/O | -1.5 | -6 | -4 | 104 | -3 | 0 | 24 | -24 | 0 | 0 | -12
O=C(NNS(=O)(=O)c1ccccc1C(F)(F)F)c1cccc(S(=O)(=O)Nc2ccccc2Cl)c1 | 0.4 | -12 | 1 | 101 | -8 | -2 | -31 | 31 | -1 | -6 | 3
O=C(NCCCn1ccnc1)c1nc(Cn2ccc([N+](=O)[O-])n2)no1 | -1.6 | -5 | -20 | . | 3 | -4 | . | . | -6 | 22 | -1
COc1ccc(NC(=O)c2cn(C)c(=O)c3cc(OC)c(OC)cc23)cc1OC | -0.2 | -7 | 462 | 105 | -1 | 2 | -10 | 10 | -5 | 2 | -1
CCN1c2ccccc2NC2N=C(OC)C(c3ccccc3)C21 (configuration not stated) | 1.0 | 8 | -10 | 102 | -87 | -15 | 9 | -9 | 13 | 9 | -9
N/C(COc1ncn(-c2ccccc2)n1)=N\S(=O)(=O)c1ccccc1 | 1.7 | -5 | -9 | 92 | 2 | -5 | 33 | -33 | -4 | 30 | -1
COc1ccc(OC)c(NC(=O)c2ccc(NS(C)(=O)=O)cc2)c1 | -1.5 | 4 | 4 | 99 | -15 | 0 | -12 | 12 | 26 | 1 | 4

Taken from above.
MITF TRPM1 HTS, Cn1c(SCC(=O)Nc2sccc2C(N)=O)nnc1-c1ccncc1 is entered as 3
DSG3 Ab inh, COc1ccc(NC(=O)c2cn(C)c(=O)c3cc(OC)c(OC)cc23)cc1OC is entered as 105

Later entries
SMILES | CDK5 inh | PKA-R2B activ | Mot1-301 SUMO | DSG3 Ab inh | MITF TRPM1 HTS | dFosB activator | SR-BI DiI-HDL act | SR-BI DiI inh | NSD2 HMT inh | Arr AP2 block | PKA-R1A activ
Cc1cc(C)n(CCCNC(=O)Cn2nnnc2CN2C[C@@H](C)O[C@@H](C)C2)n1 | -0.5 | -4 | -18 | 96 | 5 | -7 | 12 | -12 | -2 | 2 | 7
NC(=O)c1nn(-c2ccccc2)nc1NC(=O)CN1CCCCC1 | -4.6 | 7 | -4 | 95 | 0 | -7 | -17 | 17 | -1 | -4 | -8
COc1cccc(C2C(C(=O)c3ccc(C)o3)=C(O)C(=O)N2CCN2CCOCC2)c1 (configuration not stated) | -1.8 | 14 | 12 | 110 | 1 | -5 | . | 2 | 2 | 0 | -3
CC1Cc2ccccc2N1C(=O)c1ccc2c(c1)OCO2 (configuration not stated) | -2.7 | 2 | -6 | . | 3 | -3 | -10 | 10 | -2 | -6 | 12
COc1ccc2cc3cc(C(=O)Nc4ccc5c(c4)OCO5)oc3nc2c1 | -0.4 | 2 | -21 | 92 | 11 | -2 | -16 | 16 | -1 | -3 | -7
CCCn1nnnc1NCc1ccc(N(CC)CC)cc1 | -0.2 | -11 | 22 | 111 | . | -2 | 17 | -17 | 5 | 0 | 1
CC(C)(C)c1cc(C(=O)N/N=C/c2ccc(O)cc2)n(-c2ccccc2)n1 | -1.0 | -9 | 3 | 83 | 1 | -8 | -9 | 9 | 4 | 45 | -2
COc1ccc(NC(=O)c2ccccc2-c2ccc(C(F)(F)F)cc2)cc1S(=O)(=O)N1CCOCC1 | 1.2 | -4 | 14 | 100 | -18 | 1 | 9 | -9 | -8 | 36 | -2
O=C(CSc1nnnn1-c1ccccc1)Nc1ccc(Cl)cn1 | 1.7 | 0 | 191 | 104 | 3 | -5 | 13 | -13 | -3 | -4 | 8
Cc1ccc(C(C(=O)NC2CCCCC2)N(Cc2cccnc2)C(=O)c2csnn2)cc1 (configuration not stated) | 0.5 | -5 | -13 | . | -5 | -13 | . | . | -1 | 0 | -12
CCOC(=O)c1sc(SCC(=O)Nc2ccc(N(C)C)cc2)nc1N | 0.5 | 4 | 146 | 96 | -16 | -6 | -1 | 1 | 4 | 17 | -16
COc1ccc(C2=NN(C(=O)CSc3ncccn3)C(c3cccc(OC)c3OC)C2)cc1 (configuration not stated) | -3.1 | 0 | -4 | 113 | 10 | -3 | -1 | 1 | -2 | 3 | 10
COc1ccc(C(=O)Oc2cc(N)n(S(=O)(=O)c3ccccc3)n2)cc1 | -0.5 | -11 | 3 | 106 | -24 | -13 | 46 | -46 | -3 | -6 | -4
O=C(Cn1cnc2c(oc3ccccc32)c1=O)N1CCCc2ccccc21 | -1.5 | 3 | 65 | . | -6 | -11 | -18 | 18 | . | 21 | 15
CCS(=O)(=O)Nc1cccc(C2=NN(S(=O)(=O)c3ccc(C)cc3)C(c3ccco3)C2)c1 (configuration not stated) | -13 | -1 | -1 | 109 | -2 | -1 | -15 | 15 | 0 | -2 | -20
CCOC(=O)C1(C)/C(=N/Nc2ccccc2Cl)C(=O)C(=O)N1c1ccccc1 (configuration not stated) | -0.6 | -13 | . | . | . | -10 | -18 | 18 | 14 | 5 | -5
Cc1cc(C)nc(NS(=O)(=O)c2ccc(NC(=O)c3ccc4c(c3)OCCO4)cc2)n1 | -0.5 | 4 | -7 | 98 | -5 | -11 | 16 | -16 | 1 | 21 | 0
O=C(CCCCCn1c(=S)[nH]c2ccc(N3CCOCC3)cc2c1=O)NC1CCN(Cc2ccccc2)CC1 | -0.5 | -9 | -6 | 119 | 2 | 1 | -18 | 18 | 1 | -1 | 0
COc1ccc(SC[C@H](CC(C)C)N2CCN(C)CCC2=O)cc1 | -0.8 | -10 | 10 | 108 | 64 | -12 | 24 | -24 | . | 12 | -3
Cc1cccc(NC(=O)c2cccc(Cn3cc(Br)c([N+](=O)[O-])n3)c2)c1C | 0.6 | 4 | -6 | 96 | 14 | -17 | -33 | 33 | 0 | 8 | -5
CC1C=CCC2C(=O)N(c3ccccc3OC(=O)c3ccco3)C(=O)C12 (configuration not stated) | -8.6 | -13 | 0 | 110 | 0 | 0 | 0 | 0 | . | -9 | -4
O=C(CCCc1c[nH]c2ccccc12)NCC1COc2ccccc2O1 (configuration not stated) | -0.8 | -5 | -12 | 104 | -2 | -9 | 12 | -12 | -1 | 36 | 2
COc1ccc(C(=O)NCCS(=O)(=O)NCCc2ccccc2)cc1 | 0.7 | 3 | -2 | 96 | 66 | 5 | 5 | -5 | -5 | 19 | -2
C=CCn1c(COc2cccc3ccc(C)nc23)nnc1SCC(N)=O | 0.6 | -2 | 6 | 73 | 1 | -2 | 6 | -6 | -3 | 24 | -9

Next part; it opens with the 2 that closed the last part.
SMILES | CDK5 inh | PKA-R2B activ | Mot1-301 SUMO | DSG3 Ab inh | MITF TRPM1 HTS | dFosB activator | SR-BI DiI-HDL act | SR-BI DiI inh | NSD2 HMT inh | Arr AP2 block | PKA-R1A activ
COc1ccc(C(=O)NCCS(=O)(=O)NCCc2ccccc2)cc1 | 0.7 | 3 | -2 | 96 | 66 | 5 | 5 | -5 | -5 | 19 | -2
C=CCn1c(COc2cccc3ccc(C)nc23)nnc1SCC(N)=O | 0.6 | -2 | 6 | 73 | 1 | -2 | 6 | -6 | -3 | 24 | -9
Cn1cccc1CC(=O)N/N=C/c1ccco1 | 0.0 | . | -17 | 96 | . | -2 | 18 | -18 | 0 | 6 | .
COc1ccc(/C=N/NC(=O)c2cccnc2)cc1O | -0.1 | 7 | 0 | 112 | 17 | -3 | 33 | -33 | 3 | -9 | 4
CC(=O)Nc1ccc(NC(=O)C(C)OC(=O)CCC2CCCC2)cc1 (configuration not stated) | -0.2 | 1 | 44 | 98 | -2 | -2 | 10 | -10 | 7 | 21 | -6
COc1cc2c(cc1OC)CN(c1ccc3ccccc3n1)CC2 | 1.2 | 2 | -6 | 98 | 53 | -4 | -76 | 76* | -1 | 25 | 1
Cn1c(SCC(=O)N2c3ccccc3CCc3ccccc32)nnc1-c1cc2ccccc2cc1O | -1.0 | -1 | 56 | 90 | -23 | -6 | -28 | 28 | 1 | 41 | 3
CCOC(=O)CSc1nc(NC#N)nc(N(CC)CC)n1 | -4.3 | 0 | 3 | 115 | -10 | 5 | 9 | -9 | -4 | 0 | -4
CCOC(=O)c1c(C)nn(-c2ncccc2NC(=O)NC(C)C)c1C | -2.1 | 8 | -39 | . | -14 | -9 | 5 | -5 | -4 | 12 | 1
C[C@@H]1CC=C[C@H]2[C@H]1C(=O)N(Cc1ccccc1)[C@H]2c1ccc(-c2cc3ccccc3s2)cc1F | 0.8 | -1 | 0 | 100 | 43 | 1 | -4 | 4 | . | -3 | 1
O=C(c1ccco1)C(O)c1ccco1 (configuration not stated) | 0.8 | 7 | -8 | 89 | 8 | -9 | 9 | -9 | 4 | 2 | -19
Cc1cc(C)c(NC(=O)COC(=O)C2CCCO2)c(C)c1 (configuration not stated) | 0.1 | 0 | 11 | 92 | -2 | -1 | 13 | -13 | -5 | -11 | -6
CC(C)(C)NCC(O)COc1cccc2c1CCC(=O)N2 (configuration not stated) | -1.2 | 1 | 7 | 99 | 1 | 5 | 4 | -4 | . | -5 | 2
Cc1ccc(S(=O)(=O)N2[C@@H](c3ccc(Cl)cc3)C(C(=O)O)=C[C@H]2C(C)(C)C)cc1 | 0.4 | 5 | -5 | 104 | 7 | -5 | 11 | -11 | . | -1 | -2
O=C1Cc2ccccc2C(c2ccccc2)N1 (configuration not stated) | -0.9 | 2 | 59 | 103 | -16 | 2 | 0 | 0 | 1 | 4 | 2

From PubChem BioAssay
